Screens: PubChem BioAssay, several laboratories
hgDAF-12 ag – hgDAF-12 agonism, primary luciferase screen. HEK293 GAL4-hgDAF12 UAS-luciferase reporter, agonist luminescence; normalized to butyrate control. activation, % at 6.8 µM. hit rate 1.8% among 370,000. AID 687014;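 active means activation above a cutoff set at the mean of all screened compounds plus 3 SD, cut at about 10% in these data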;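 further: 0% = DMSO wells and 100% = sodium butyrate wells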
ADAM17 inh – ADAM17 inhibition, QFRET primary screen; P78536; recombinant ADAM17, EDANS/DABCYL FRET peptide cleavage; inhibition, % at 6.95 µM; hit rate 0.83% among 370,000;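 active means inhibition above the mean of compounds lying between control limits plus 3 SD, set per campaign, cut at about 8.5% in these data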;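 further: 0% = DMSO-only wells as the low control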
hcDAF12 agonist – H. contortus DAF-12 activation, primary screen; HEK293 hcDAF-12 lit1-tk-luc reporter, luminescence; 0% DMSO, 100% Δ7-dafachronic acid; activation, % at 6.8 µM; hit rate 1.4% among 370,000;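 active means activation above the mean of all tested compounds plus 3 SD, cut at about 5.5% in these data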;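 further: 100% = response to 3 µM Δ7-dafachronic acid high control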
PLCb3 inh – inhibitors of human phospholipase C beta3; Purified PLC-beta3, fluorogenic substrate, fluorescence; Q01970; inhibition, % at 12.2 µM; hit rate 0.18% among 370,000; in the data active means inhibition above about 11%;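 further: 0% = median of compound wells on plate and 100% = full blocker control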
DAX1 inh-1 – inhibitors of human orphan nuclear receptor DAX1 (NR0B1); P51843; HEK293 Gal4-DAX1 luciferase reporter, luminescence; inhibition, % at 6.75 µM; hit rate 0.99% among 340,000; AID 504766;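 active means inhibition above the mean over all tested compounds plus 3 SD, cut at about 4.2% in these data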;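 further: 0% = DAX1-transfected cells with DMSO and 100% = empty-vector control cells with DMSO; inhibition shows as a rise in luminescence from relieved DAX1 repression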
DAX1 inh-2 – DAX1 (NR0B1) inhibition, primary screen; HEK293T StAR-luciferase reporter, SF-1/DAX-1 repression relief; inhibition, % at 6.8 µM; hit rate 1.1% among 370,000; AID 652010;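 active means inhibition above the mean over all tested compounds plus 3 SD, cut at about 3.6% in these data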;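 further: 0% = DAX-1 cells with DMSO and 100% = cells lacking DAX-1 with DMSO; higher inhibition means more luminescence from relief of DAX-1 repression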
SMARCA2 activ – activators of SMARCA2 function; MG213 cells, MMTV-luciferase reporter, dexamethasone, overnight; activation, % at 9.1 µM; hit rate 1% among 370,000; AID 652017; in the data active means activation above about 7.8%;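 further: 0% = vehicle wells and 100% = reference activator wells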
MBD2 DNA inh – MBD2-methylated oligo binding inhibition | Q9UBB5 | TR-FRET, MBD2 binding to methylated oligonucleotide | inhibition, % at 4.4 µM | AID 686964 | hit rate 0.31% among 370,000; in the data active means inhibition above about 13%
PLCg1 inh – PLC-gamma1 (human) inhibition, primary screen; purified PLC-gamma1, fluorogenic substrate, fluorescence; hit rate 0.84% among 370,000; P19174; inhibition, % at 12.2 µM; AID 720700; in the data active means inhibition above about 9.5%
ssDAF-12 act – activates DAF-12 receptor from parasite S. stercoralis | HEK293 ssDAF-12/GRIP1 lit1-tk-luc reporter, luminescence; % of 3 µM dafachronic acid response | activation, % at 6.8 µM | hit rate 1% among 370,000 | AID 652126;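 active means activation above the mean over all tested compounds plus 3 SD, cut at about 0.9% in these data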;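 further: 0% = DMSO-only wells and 100% = 3 µM delta7-dafachronic acid wells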
NR1D1 modulator – Rev-erb alpha (human) modulation; Rev-erbα–FITC-DNA binding, fluorescence polarization, 90 min; P20393; activity, % at 10 µM; hit rate 0.79% among 370,000;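 active means activity above about 14%, limit read from the data; passing the limit was not always enough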;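 further: 0% = DMSO wells with 35 nM protein and 100% = DMSO wells with 750 nM protein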
* marks the source's active call; other numbers are inactive results; x = no result given.

SMILES	hgDAF-12 ag	ADAM17 inh	hcDAF12 agonist	PLCb3 inh	DAX1 inh-1	DAX1 inh-2	SMARCA2 activ	MBD2 DNA inh	PLCg1 inh	ssDAF-12 act	NR1D1 modulator
COc1ccccc1NC(=O)CSc1nc(=O)n(CCN(C)C)c2c1CCCC2	1.9	-3	-0.4	-7	-0.3	0.1	0	1	-1	-0.6	-3
COCCCNC(=O)c1cc(-c2cccnc2)nc2ccc(S(=O)(=O)N3CCCCCC3)cc12	-1.7	-3	0.5	-7	-0.1	1.2	1	4	-1	-1.3	3
O=Nc1c(O)n(Cc2cccc(Cl)c2)c2ccccc12	-3.1	0	-2.0	-3	-0.5	-0.9	0	5	-2	-1.4	x
Cc1ccccc1C(=O)Nc1ccc(C(=O)NNC(=O)CCCOc2ccc(Cl)cc2Cl)cc1	-0.9	-3	-1.1	-1	-0.5	-1.2	-6	-2	4	-1.1	0
CC(C)C(O)(C#CCN1CCCCC1)C(C)C	0.1	-2	-2.7	-1	1.4	0.3	-1	-5	0	-0.8	1
CCC(=O)N1CCc2cc(S(=O)(=O)CCC(=O)Nc3ccc(CC)cc3)ccc21	-0.3	2	-1.9	-1	-0.9	0.1	-1	0	4	-1.2	-2
CCN(CC)S(=O)(=O)c1ccc2oc(C(=O)NC(C)C)c(C)c2c1	2.7	-6	-1.4	0	-1.3	-0.3	-3	0	-3	-1.1	-4
COC(=O)C[C@@H]1C[C@H]2c3cc(NS(=O)(=O)c4ccccc4)ccc3O[C@H]2[C@@H](CO)O1	3.6	-2	-1.3	3	0.8	-1.3	0	0	-1	-1.0	12
CCN1C(=O)[C@H]2[C@@H](c3ccc(-c4ccccc4)cc3)N[C@@](Cc3ccccc3)(C(=O)OC)[C@H]2C1=O	0.5	-1	0.0	1	2.6	0.1	-1	4	1	-1.0	2
COc1ccc(S(=O)(=O)N2CCCCCC2)cc1NC(=O)Cc1cc(OC)c(OC)c(OC)c1	-2.8	-1	-1.3	0	-2.0	-0.5	0	-8	-2	-1.1	0
CC(=O)NC(c1ccc(F)c(F)c1)c1nc(-c2cccs2)cs1 (stereo unspecified)	-1.3	0	-1.7	0	x	-1.4	-4	-3	-2	-1.1	7
COc1cc(NC(=S)Nc2ccc(OC(F)F)cc2)cc(OC)c1	-1.8	0	0.5	1	0.3	0.0	3	2	-3	-1.1	-1
Cc1c(Cl)cccc1N1CC(C)(C)C1=O	1.4	0	0.2	4	0.1	-0.4	-3	4	4	0.1	-4
Cc1ccc(S(=O)(=O)N2CCOCC2)cc1C(=O)NC(=S)N(Cc1ccccc1)C(C)C	-2.8	0	-0.4	1	2.3	0.1	-3	6	-2	-0.8	-5
Nc1nnn(CC(=O)N/N=C/c2cn[nH]c2-c2ccccc2)n1	1.2	-1	2.0	0	-0.5	0.2	-7	-1	9	-1.1	3
CC1=C(C(=O)Nc2cccc(C(=O)N3CCC(C(N)=O)CC3)c2)SCCO1	0.9	-5	1.0	-5	0.5	-0.1	0	-1	4	-0.8	7
CC(C(=O)N(C)C)N1c2cccc3cccc(c23)S1(=O)=O (stereo unspecified)	0.0	-36	-0.6	-152	3.2	0.0	1	-2	-111	-1.4	3
Cc1ccc(S(=O)(=O)c2ccc(NC(=O)c3c(F)cccc3F)cc2)cc1	1.2	7	-1.7	-3	2.1	-0.4	-3	6	0	-1.0	-4
O=C(N/N=C/c1cccc([N+](=O)[O-])c1)c1ccccc1-n1cccc1	0.8	-3	-0.3	-3	-0.8	-0.3	-1	-4	2	-1.0	-7
Cn1nc(CC(=O)NCCN2C(=O)CSC2=O)c2ccccc2c1=O	1.0	-6	-0.1	1	0.8	-1.5	-1	2	1	0.3	-1
Cc1ccc(C(C(=O)NC2CCCCC2)N(CCC(C)C)C(=O)CNC(=O)c2ccco2)o1 (stereo unspecified)	-0.6	-2	-2.1	4	-0.7	-0.9	-1	7	2	-0.9	-2
O=C(c1ccc(-c2cccc(C(F)(F)F)c2)o1)N1CCN(c2ccccc2)CC1	-0.2	-2	-0.9	-9	-0.1	-2.0	0	-1	-6	-0.5	1
COc1cc(-c2ccc(N3C(c4ccsc4)=Cc4ccccc4C3CC(C)=O)cc2)cc(OC)c1OC (stereo unspecified)	2.4	-22	0.5	-211	x	-2.5	-3	-1	-157	-0.2	-1
CN(C)S(=O)(=O)N1CCC(Oc2ccc(C(=O)N3CCCCCCC3)cc2)CC1	0.8	0	1.5	-7	1.6	-2.5	-3	-3	0	-0.9	1
Cn1c(=O)c2c(nc(SCCN3CCOCC3)n2Cc2ccc(Cl)cc2)n(C)c1=O	0.8	3	0.6	0	0.2	0.5	-1	-3	-1	-1.0	3
C[C@H]1CCCCO[C@@H](CN(C)S(=O)(=O)c2ccc(F)cc2)[C@@H](C)CN([C@@H](C)CO)C(=O)c2cc(NC(=O)Nc3ccc4c(c3)OCO4)ccc2O1	-2.1	-1	1.9	2	0.3	0.0	-5	3	0	-0.7	-1
Cc1cc(NC(=O)CN2CCCC(C)C2)no1 (stereo unspecified)	-0.8	0	-1.5	3	0.2	1.4	4	3	-1	-0.9	8
COC(=O)[C@H](CCSC)NC(=O)NC1CC1	-1.2	2	-1.8	-2	2.5	-0.3	-1	2	6	-0.9	-5
CSc1ncccc1-c1nc2ccccc2[nH]1	3.3	-8	-0.2	-13	-1.3	0.9	2	-1	-9	-0.8	-6
Cc1cccc2cc(CN(Cc3cccs3)C(=S)NCC3CCCO3)c(=O)[nH]c12 (stereo unspecified)	-0.2	-3	-0.5	-2	0.1	-1.4	-4	0	3	-0.5	8
COc1ccc(CN2CCN(C(=O)c3cccnc3)CC2)cc1Br	1.4	0	-0.8	9	0.0	1.4	4	6	3	-0.7	-3
CCN(CC)S(=O)(=O)N1CCC(C(=O)NCCC2=CCCCC2)CC1	-1.1	-2	-2.0	1	-0.4	0.6	1	-1	2	-1.6	3
O=C(Oc1cccnc1)c1cc(S(=O)(=O)N2CCCCC2)ccc1Cl	-0.5	-1	0.9	0	-0.3	-0.3	-2	-7	0	-1.0	2
O=[N+]([O-])c1cc([N+](=O)[O-])c(Oc2cc(F)cc(F)c2)cc1NN1CCCCC1	0.4	-2	0.1	4	0.6	-0.7	0	-5	0	-0.9	-2
Cc1cccc(CNC(=O)Nc2nnc([C@H]3C[C@H](O)[C@@H](CO)O3)s2)c1	-0.6	-7	-1.0	-2	x	-0.8	-3	-5	-2	-0.9	4
Nc1ncnc(Nc2ccccn2)c1[N+](=O)[O-]	6.2	-5	-0.1	0	3.1	-0.6	-2	8	6	-1.8	2

The final 2 entries of the section before open the next one.
SMILES	hgDAF-12 ag	ADAM17 inh	hcDAF12 agonist	PLCb3 inh	DAX1 inh-1	DAX1 inh-2	SMARCA2 activ	MBD2 DNA inh	PLCg1 inh	ssDAF-12 act	NR1D1 modulator
Cc1cccc(CNC(=O)Nc2nnc([C@H]3C[C@H](O)[C@@H](CO)O3)s2)c1	-0.6	-7	-1.0	-2	x	-0.8	-3	-5	-2	-0.9	4
Nc1ncnc(Nc2ccccn2)c1[N+](=O)[O-]	6.2	-5	-0.1	0	3.1	-0.6	-2	8	6	-1.8	2
COC(=O)C1=NN(c2cccc(C)c2)C2C(=O)N(c3ccccc3OC)C(=O)C12 (stereo unspecified)	0.1	-4	-0.1	-335	-0.2	-0.3	-3	3	-334	0.7	2
Cc1noc(C)c1NC(=O)Nc1ccc2c(c1)C(=O)N([C@H](C)CO)C[C@H](C)[C@H](CN(C)C(=O)NC1CCCCC1)OCCCC[C@@H](C)O2	5.8	9.8*	-1.1	2	0.8	-0.3	-2	-10	4	-1.0	1
CC(C)c1ccc2c(c1)C(c1ccc(N3CCOCC3)cc1)=NNC(c1cccs1)=N2	8.3	2	1.8	-32	0.2	0.8	5	2	-24	-0.6	6
O=C(Nc1ccc(F)c([N+](=O)[O-])c1)C1CC(=O)N(Cc2ccccc2)C1 (stereo unspecified)	-3.9	0	-1.0	1	0.6	-0.7	0	4	5	-1.2	2
COc1ccccc1N1CCN(C(=O)c2cc(-c3ccco3)on2)CC1	-1.2	1	-0.7	2	0.6	1.4	-2	4	-1	-1.4	-3
CC1=C(C)CC(C(=O)NC2CCCC2)C(C(=O)O)C1 (stereo unspecified)	-1.8	-4	-0.7	-2	0.3	0.5	1	-2	0	-0.8	-5
O=Cc1ccc(-c2nc3ccccc3s2)o1	14*	-238	6.0*	-218	-1.0	1.7	6	-5	-173	-0.2	-2
O=C(NCc1ccccc1C(F)(F)F)c1cccc2c1C(=O)c1ccc(N3CCOCC3)cc1S2(=O)=O	0.1	-5	-1.6	-34	0.9	0.2	-1	0	-24	-1.4	-12
Cc1nc(/N=C\N(C)C)sc1C(=O)Nc1ccccc1	1.4	0	2.5	2	0.8	0.1	4	-2	1	-0.8	-2
NS(=O)(=O)c1ccc(NNC(=O)c2ccccc2C(=O)O)cc1	-0.2	-2	-0.5	-7	x	0.5	6	3	1	-0.3	1
Cc1ccc(-c2cc(C(=O)N/N=C/c3c(C)nn(-c4ccccc4)c3C)[nH]n2)cc1	-3.6	2	-0.4	0	-2.0	-0.3	2	0	2	-0.8	-3
O=[N+]([O-])c1cccc(NC(=S)N2CCc3ccccc3C2)c1	2.6	1	1.1	-1	0.7	0.8	0	-1	2	-0.8	0
COc1cccc(CC2(CO)CCCN(C/C=C/c3ccccc3OC)C2)c1 (stereo unspecified)	-6.3	-2	1.1	-3	-0.2	-0.6	0	7	1	-1.9	-2
Cc1ccccc1NC(=O)Cn1cc(C(=O)C2CC2)c2ccccc21	0.3	-7	-0.7	-6	-0.2	-0.4	-4	4	-1	-0.4	-1
Brc1ccc(-c2ccc(/C=N/Nc3nc(N4CCOCC4)nc(N4CCOCC4)n3)o2)cc1	0.2	-2	0.5	-5	3.2	0.4	0	0	-2	-0.9	-5
Cc1ccccc1-c1n[nH]c(=S)o1	-0.8	-4	-1.3	-9	0.8	0.4	0	0	-5	-1.3	x
Cc1ccc(NS(=O)(=O)c2ccc3c(c2)NC(=O)CO3)cc1Cl	-0.2	3	-1.3	-9	-0.7	-0.6	-5	2	2	-1.3	-5
O=C(CSc1nc2ccc(F)cc2c(=O)n1-c1ccccc1)Nc1ccc2c(c1)CCC2	6.4	-5	0.0	-4	x	-2.7	-1	1	-3	-0.8	4
Cc1ccc(N(C)S(=O)(=O)c2cc(-c3cnc(C4CC4)o3)ccc2C)cc1	3.1	-2	1.3	-6	0.8	2.2	-1	9	7	-1.0	4
N#Cc1cccc(NC(=O)CCN2C(=O)C3CCCCC3C2=O)c1 (stereo unspecified)	0.5	-5	0.3	0	1.2	-0.9	-4	2	-3	-1.3	5
CCOC(=O)C[C@H]1c2ccc(C(F)(F)F)cc2S(=O)(=O)N1C(C)C	1.3	0	-1.5	1	0.3	-0.6	0	-7	2	-1.2	-3
CCOc1ccc(NS(=O)(=O)CC23CCC(CC2=O)C3(C)C)cc1 (stereo unspecified)	-0.3	1	-0.9	1	0.4	-0.8	1	2	1	-1.1	-7
